CBFb RUNX1 block = qHTS Assay for Compounds Blocking the Interaction Between CBF-beta and RUNX1 for the Treatment of Acute Myeloid Leukemia; Runt-related transcription factor 1 (Homo sapiens) + Core-binding factor subunit beta …; AlphaScreen CBFb-His/RUNX1-biotin binding, biochemical; Potency, µM (titrated, usually from 59.8 µM), without a hit: at the top dose activity, negative = inhibition, usual class: inhibitors; 230,000 tested, under 10 active; also: % of control where 0% means no effect
Target sequence (Q01196 whole entry, looked up): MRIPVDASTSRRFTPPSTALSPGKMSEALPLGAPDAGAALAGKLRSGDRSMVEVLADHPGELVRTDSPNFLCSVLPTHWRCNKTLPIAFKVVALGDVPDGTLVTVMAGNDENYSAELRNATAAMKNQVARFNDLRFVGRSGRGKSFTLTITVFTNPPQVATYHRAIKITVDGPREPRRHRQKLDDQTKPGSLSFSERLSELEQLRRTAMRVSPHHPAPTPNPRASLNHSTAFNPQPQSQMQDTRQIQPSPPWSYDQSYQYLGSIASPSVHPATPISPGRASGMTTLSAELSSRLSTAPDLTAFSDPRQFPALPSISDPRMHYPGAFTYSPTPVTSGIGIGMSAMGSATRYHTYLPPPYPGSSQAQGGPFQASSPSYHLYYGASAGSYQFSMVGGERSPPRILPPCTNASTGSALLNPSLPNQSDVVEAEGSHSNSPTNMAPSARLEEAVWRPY
Target sequence (Q13951 whole entry, looked up): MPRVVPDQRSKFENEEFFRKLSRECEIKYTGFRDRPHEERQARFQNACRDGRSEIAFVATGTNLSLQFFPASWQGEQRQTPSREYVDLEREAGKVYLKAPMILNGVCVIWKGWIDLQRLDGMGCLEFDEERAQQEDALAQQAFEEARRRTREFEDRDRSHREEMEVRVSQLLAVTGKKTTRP
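Proteins preincubated together for 20 min at RT before compound addition; 15 min later, nickel and streptavidin beads were added and left 90 min prior to AlphaScreen measurement.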
HTT aggregate = qHTS Multiplex Assay to Identify Dual Action Probes in a Cell Model of Huntington: Aggregate Formation (GFP); PC12 HttQ103-GFP aggregates, Acumen cytometry, 40 h; Potency, µM (titrated, usually from 46.1 µM), for the others: at the highest dose activity change, negative = inhibition, actives largely listed as inhibitors; actives 1.1% (n = 220,000); AID 1688, 2009; also: potency is read from the fitted curve at half-maximal effect; % is scaled to controls: 0 for no effect and ±100 for the full control effect; nearly all actives have a fitted effect of over 60% in size
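Quantitative HTS on tebufenozide-induced (100 nM) PC12 cells stably expressing polyQ103 Huntingtin exon 1–GFP. Reduction of bright GFP aggregates, detected by laser scanning cytometry after lysis, identified actives across the titration.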
GAA glycogen mod = qHTS Assay for Inhibitors and Activators of Human alpha-Glucosidase Cleavage of Glycogen. Lysosomal alpha-glucosidase (Homo sapiens), P10253. AID 2100, 2009. recombinant GAA, glycogen substrate, Amplex Red glucose oxidase fluorescence. actives 0.38% (n = 300,000). Potency, µM (series often up to 76.4 µM), for the others: at the highest dose activity change, negative = inhibition, most hits filed as inhibitors;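 also: potency is read from the fitted curve at half-maximal effect; 0% = full enzyme reaction and -100% = no-enzyme basal signal; the screen sought inhibitors and activators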
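Natural-substrate format: glycogen cleavage by 4 nM human enzyme, glucose read by Amplex Red coupling (Ex 573, Em 610 nm). Normalized to enzyme and no-enzyme controls.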
GAA spleen mod = qHTS Assay for Inhibitors and Activators of Human alpha-Glucosidase From Spleen Homogenate. Potency, µM (series often up to 79.9 µM), without a hit: at the top dose activity change, negative = inhibition, hits mostly inhibitors. actives 0.006% (n = 240,000). human spleen homogenate, 4-MU-alpha-glucoside fluorescence. AID 2112, 2009. Lysosomal alpha-glucosidase (Homo sapiens), P10253;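 also: potency is read from the fitted curve at half-maximal effect; 0% = enzyme with vehicle and -100% = no enzyme basal signal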
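Compounds were titrated against alpha-glucosidase in spleen homogenate at pH 5.0, with 1 mM 4-methylumbelliferyl substrate for 40 min at 37 C. Reactions were quenched with pH 10 NaOH/glycine and fluorescence measured.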
HTT cytoprotect = qHTS Multiplex Assay to Identify Dual Action Probes in a Cell Model of Huntington: Cytoprotection (ATP). PC12 HTT-Q103 induced, cytoprotection, ATP luminescence, 40 h. Potency, µM (top dose mostly 56.4 µM), without a hit: cytoprotection (ATP increase), hits mostly activators. actives 0.14% (n = 230,000). AID 1471, 2008;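 also: potency is read from the fitted curve at half-maximal effect; % of control where 0% means no effect; nearly all actives have a fitted effect of over 45% in size; toxic huntingtin expression switched on by the ecdysone agonist tebufenozide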
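Cells were plated at 1500 per well in phenol red-free DMEM with 5% equine and 5% calf serum. Tebufenozide (100 nM final) and compounds were added, then ATPlite reagent, and luminescence was read.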
Lamin A splicing = qHTS Assay for Modulators of Lamin A Splicing. HeLa LMNA splicing GFP/RFP minigene ratio, 48 h. Potency, µM (highest dose often 46.1 µM), without a hit: at the highest dose ratio change, negative = inhibition, actives largely listed as inhibitors. actives 0.01% (n = 200,000). AID 1487, 2009; active = well fitted inhibition curve with a large enough effect in the signal ratio, with a control signal flat, not every such curve was filed as active; inconclusive = small, poorly fitted or top-dose-only effect, or effect the other way, or a change in a side signal; the % refers to the signal ratio; also: potency is read from the fitted curve at half-maximal effect; % is scaled to controls: 0 for no effect and ±100 for the full control effect
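S3 HeLa cells stably expressing lamin A-EGFP splicing minigene plus DsRed2, 600 cells/well, 48 h compound exposure at 37C. Laser-scanning cytometry; analysed as GFP (500-530 nm)/RFP (575-640 nm) total intensity ratio; 0.5% DMSO vehicle.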
GAA inhib = qHTS Assay for Inhibitors of Human alpha-Glucosidase as a Potential Chaperone Treatment of Pompe Disease; AID 1466, 2008; Potency, µM (titrated, usually from 76.9 µM), for the others: at the top dose activity change, negative = inhibition, hits mostly inhibitors; purified human GAA, 4-MU-alpha-glucoside fluorescence; actives 0.005% (n = 200,000);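 also: potency is read from the fitted curve at half-maximal effect; plate controls were uninhibited enzyme wells for no effect and no-enzyme background for full effect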
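Fluorogenic assay: 4 nM human alpha-glucosidase with 400 uM 4-methylumbelliferyl-alpha-D-pyranoside in 50 mM citrate/phosphate, 0.005% Tween-20, pH 5.0, 20 min at room temperature. Compounds tested up to 77 uM; AC50 from Hill fits.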
An asterisk follows results filed as active; [ ] = another dose, or the depositor's remark. Unless noted, calls follow the shape of the dose curve; as a rule, active = well fitted curve in the direction sought with a large enough effect; inconclusive = small, poorly fitted or top-dose-only effect, or another doubt; inactive = no such curve, though single readings can be large; an effect the other way counts as inactive or inconclusive. Random draw from the library; overall some 1.5% were active at least once.

How did COC(=O)c1sc(N)c(C(=O)OC)c1COC(=O)CCNS(=O)(=O)c1ccc(C)cc1 do in these assays?
CBFb RUNX1 block: -3%; HTT aggregate: -6%; GAA glycogen mod: -14%; GAA spleen mod: 1%; HTT cytoprotect: 13%[10 µM]; Lamin A splicing: inconclusive; GAA inhib: -4%

How did CC(C)COC(=O)Nc1nnc(SCCOc2ccccc2)s1 do in these assays?
CBFb RUNX1 block: 0%; HTT aggregate: 2%; GAA glycogen mod: -2%; GAA spleen mod: -3%; HTT cytoprotect: -17%; Lamin A splicing: -5%; GAA inhib: -1%

Results for COc1ccc(/C=C/C(=O)OCC(=O)NCCC2=CCCCC2)cc1S(=O)(=O)N1CCOCC1 ?
CBFb RUNX1 block: 4%; HTT aggregate: -4%; GAA glycogen mod: 2%; GAA spleen mod: 1%; HTT cytoprotect: 7%; Lamin A splicing: 5%[46 µM]; GAA inhib: inconclusive

How did Cc1ccc(C(=C2C3C=CC2C2C(=O)NC(=O)C32)c2ccc(C)cc2)cc1 (stereo not drawn) do in these assays?
CBFb RUNX1 block: 0%; HTT aggregate: -18%; GAA glycogen mod: inconclusive; GAA spleen mod: 0%; HTT cytoprotect: 17%; Lamin A splicing: 12%; GAA inhib: -7%

How did O=C(NNC(=S)NCc1ccccc1)c1ccc2c(c1)OCO2 do in these assays?
CBFb RUNX1 block: -9%; HTT aggregate: 11%; GAA glycogen mod: 3%; GAA spleen mod: -4%; HTT cytoprotect: 16%[0.074 µM]; Lamin A splicing: -12%; GAA inhib: -6%

What do the screens show for `Cc1ccc(-c2ccc(CCC(=O)O)n2-c2ccc(O)cc2)cc1`?
CBFb RUNX1 block: -11%; HTT aggregate: 1%; GAA glycogen mod: -6%; GAA spleen mod: -3%; HTT cytoprotect: -6%; Lamin A splicing: -4%; GAA inhib: 2%

What do the screens show for `CC(C)(Cc1ccc(O)cc1)NC(=O)CC(=O)N=Nc1c(O)[nH]c2cc(Br)ccc12`?
CBFb RUNX1 block: 5%; HTT aggregate: 5%[9.22 µM]; GAA glycogen mod: 12%; GAA spleen mod: 1%; HTT cytoprotect: -5%[10 µM]; GAA inhib: -1%

How did CO/N=C/c1c(-c2ccccc2)nn(C)c1Cl do in these assays?
CBFb RUNX1 block: 14%; HTT aggregate: -7%; GAA glycogen mod: -8%; GAA spleen mod: -3%; HTT cytoprotect: -12%[10 µM]; Lamin A splicing: 21%[46 µM]; GAA inhib: -1%

How did Cn1c(N)c(C(=O)c2cc(-c3ccncc3)nc3ccccc23)c(=O)n(C)c1=O do in these assays?
CBFb RUNX1 block: 8%; HTT aggregate: inconclusive; GAA glycogen mod: 0%; GAA spleen mod: -2%; HTT cytoprotect: -15%[10 µM]; Lamin A splicing: -5%[46 µM]; GAA inhib: -1%

Results for CC(=O)c1ccc(S(=O)(=O)N2CCC(NC(=O)Nc3cccc(F)c3)CC2)cc1 ?
CBFb RUNX1 block: 0%; HTT aggregate: -15%[9.22 µM]; GAA glycogen mod: 9%; GAA spleen mod: 4%; HTT cytoprotect: -13%[10 µM]

How did Nc1c(-c2ccccc2)c(CN2CCOCC2)nn1-c1ccccc1 do in these assays?
CBFb RUNX1 block: 0%; HTT aggregate: -19%; GAA glycogen mod: 6%; GAA spleen mod: -3%; HTT cytoprotect: 5%[10 µM]; Lamin A splicing: -8%; GAA inhib: 2%

How did Cc1c(C#N)c2ncn(CC#N)c(=O)c2n1-c1ccccc1 do in these assays?
CBFb RUNX1 block: 14%; HTT aggregate: -3%; GAA glycogen mod: -7%; GAA spleen mod: 5%; HTT cytoprotect: 21%[10 µM]; Lamin A splicing: -6%; GAA inhib: 3%

What do the screens show for `O=C(CN1CCCCCCC1)N/N=C/c1ccccc1F`?
CBFb RUNX1 block: -18%; HTT aggregate: 5%; GAA glycogen mod: -5%; GAA spleen mod: 0%; HTT cytoprotect: -13%[10 µM]; Lamin A splicing: 1%; GAA inhib: 3%

What do the screens show for `Brc1ccccc1-c1nnc(COc2ncnc3ccccc23)o1`?
CBFb RUNX1 block: 7%; HTT aggregate: -18%[9.22 µM]; GAA glycogen mod: 1%; GAA spleen mod: 3%; HTT cytoprotect: 15%[10 µM]

How did CC1(C)Oc2ccc3ccc(=O)oc3c2C(N2CCCCC2)C1O (stereo not drawn) do in these assays?
CBFb RUNX1 block: 1%; HTT aggregate: -5%; GAA glycogen mod: -10%; GAA spleen mod: -5%; HTT cytoprotect: 3%; Lamin A splicing: 1%; GAA inhib: inconclusive

Taken from the entries so far (two entries):
How did COC(=O)c1sc(N)c(C(=O)OC)c1COC(=O)CCNS(=O)(=O)c1ccc(C)cc1 do in these assays?
CBFb RUNX1 block: -3%; HTT aggregate: -6%; GAA glycogen mod: -14%; GAA spleen mod: 1%; HTT cytoprotect: 13%[10 µM]; Lamin A splicing: inconclusive; GAA inhib: -4%

How did CC(C)COC(=O)Nc1nnc(SCCOc2ccccc2)s1 do in these assays?
CBFb RUNX1 block: 0%; HTT aggregate: 2%; GAA glycogen mod: -2%; GAA spleen mod: -3%; HTT cytoprotect: -17%; Lamin A splicing: -5%; GAA inhib: -1%

New compounds follow.
What do the screens show for `Clc1cc(Cl)cc(C2=NCCC(c3ccccc3)O2)c1` (stereo not drawn)?
CBFb RUNX1 block: 11%; HTT aggregate: -6%; GAA glycogen mod: 3%; GAA spleen mod: 0%; Lamin A splicing: -6%; GAA inhib: -3%[15.4 µM]

How did COC(=O)/C(=C1/Oc2cc3c(cc2S1)OCO3)C(F)(F)F do in these assays?
CBFb RUNX1 block: 9%; HTT aggregate: -13%; GAA glycogen mod: 4%; GAA spleen mod: 4%; HTT cytoprotect: 2%; Lamin A splicing: 7%; GAA inhib: -5%

How did CC1(C)Cc2nc3oc4c(NCc5ccccc5)ncnc4c3cc2CO1 do in these assays?
CBFb RUNX1 block: -4%; HTT aggregate: 17%; GAA glycogen mod: 6%; GAA spleen mod: -3%; HTT cytoprotect: -26%[0.074 µM]; Lamin A splicing: 17%; GAA inhib: -8%

Results for COc1ccc(C(=O)NNC(=O)CCCCC(=O)NNC(=O)c2ccc(OC)cc2)cc1 ?
CBFb RUNX1 block: -3%; HTT aggregate: 10%; GAA glycogen mod: 7%; GAA spleen mod: -1%; HTT cytoprotect: -47%[inhibitor]; Lamin A splicing: inconclusive; GAA inhib: -2%

Results for COc1ccc(N2CCN(C(=O)COc3ccccc3)CC2)cc1 ?
CBFb RUNX1 block: -4%; HTT aggregate: 4%; GAA glycogen mod: -12%; GAA spleen mod: 3%; HTT cytoprotect: -8%; Lamin A splicing: 4%; GAA inhib: -5%

How did COCC(C)NC(=O)NC1(C(F)(F)F)Oc2ccc(Cl)cc2O1 (stereo not drawn) do in these assays?
CBFb RUNX1 block: -1%; HTT aggregate: 4%; GAA glycogen mod: inconclusive; GAA spleen mod: 5%; HTT cytoprotect: -2%; Lamin A splicing: inconclusive; GAA inhib: -3%

Results for Cc1ccccc1-c1nnn(CC(=O)Nc2ccc3c(c2)OCCO3)n1 ?
CBFb RUNX1 block: 4%; HTT aggregate: -1%; GAA glycogen mod: 3%; GAA spleen mod: 1%; HTT cytoprotect: -72%[inhibitor]; Lamin A splicing: 3%[46 µM]; GAA inhib: -1%

Results for COc1cccc(NC(=O)CSCc2n[nH]c(=O)[nH]2)c1 ?
CBFb RUNX1 block: 2%; HTT aggregate: 8%; GAA glycogen mod: 4%; GAA spleen mod: -6%; HTT cytoprotect: 7%; Lamin A splicing: 2%; GAA inhib: -1%

What do the screens show for `COc1cc(/C=N/NC(=S)Nc2cccnc2)cc(OC)c1OC`?
CBFb RUNX1 block: -5%; HTT aggregate: 8%; GAA glycogen mod: -16%; GAA spleen mod: 1%; HTT cytoprotect: 7%[10 µM]; GAA inhib: 11%

What do the screens show for `CCN(CC)C(=O)Sc1cccc2cccnc12`?
CBFb RUNX1 block: 3%; HTT aggregate: -8%; GAA glycogen mod: 4%; GAA spleen mod: 1%; HTT cytoprotect: -3%[10 µM]; Lamin A splicing: -3%; GAA inhib: -4%

What do the screens show for `COc1ccc(CN2CCNC(=O)C2CC(=O)NCCc2c[nH]c3ccccc23)c(OC)c1` (stereo not drawn)?
CBFb RUNX1 block: -7%; HTT aggregate: 1%[9.22 µM]; GAA glycogen mod: 7%; GAA spleen mod: -3%; HTT cytoprotect: 2%[10 µM]; Lamin A splicing: 7%[46 µM]; GAA inhib: 11%

Results for Cc1ccc(NC(=O)CN2C(=O)S/C(=C\c3ccccn3)C2=O)cc1 ?
CBFb RUNX1 block: -3%; HTT aggregate: 15%[9.22 µM]; GAA glycogen mod: 20%; GAA spleen mod: -1%; HTT cytoprotect: 1%[1.9 µM]; Lamin A splicing: -12%[9.22 µM]; GAA inhib: 7%

What do the screens show for `CCCN(Cc1cc2cc(C)ccc2[nH]c1=O)C(=O)c1cccc(OC)c1`?
CBFb RUNX1 block: 3%; HTT aggregate: 10µM*; GAA glycogen mod: -3%; GAA spleen mod: -4%; HTT cytoprotect: -26%[0.074 µM]; Lamin A splicing: inconclusive; GAA inhib: -16%

Molecules listed so far with a Cl atom (3):
How did CO/N=C/c1c(-c2ccccc2)nn(C)c1Cl do in these assays?
CBFb RUNX1 block: 14%; HTT aggregate: -7%; GAA glycogen mod: -8%; GAA spleen mod: -3%; HTT cytoprotect: -12%[10 µM]; Lamin A splicing: 21%[46 µM]; GAA inhib: -1%

What do the screens show for `Clc1cc(Cl)cc(C2=NCCC(c3ccccc3)O2)c1` (stereo not drawn)?
CBFb RUNX1 block: 11%; HTT aggregate: -6%; GAA glycogen mod: 3%; GAA spleen mod: 0%; Lamin A splicing: -6%; GAA inhib: -3%[15.4 µM]

How did COCC(C)NC(=O)NC1(C(F)(F)F)Oc2ccc(Cl)cc2O1 (stereo not drawn) do in these assays?
CBFb RUNX1 block: -1%; HTT aggregate: 4%; GAA glycogen mod: inconclusive; GAA spleen mod: 5%; HTT cytoprotect: -2%; Lamin A splicing: inconclusive; GAA inhib: -3%
